From PubChem
Tau ThT inhib = tau fibrillization inhibition (ThT binding) | P10636 | recombinant tau K18 P301L, heparin-induced fibrillization, ThT fluorescence | Potency, µM (titrated, usually from 57.4 µM), without a hit: at the highest dose activity, negative = inhibition, hits mostly inhibitors | hit rate 2.1% among 270,000; also: % is scaled to controls: 0 for no effect and ±100 for the full control effect; nearly all actives have a fitted effect of over 55% in size
Target sequence (P10636 561-689 P618L limits assumed): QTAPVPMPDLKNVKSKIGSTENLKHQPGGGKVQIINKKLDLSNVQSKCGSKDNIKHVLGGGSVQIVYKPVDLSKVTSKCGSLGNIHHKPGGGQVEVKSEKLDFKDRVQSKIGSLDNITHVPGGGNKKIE
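Aggregation was driven by heparin (20 uM final) acting on recombinant tau […] bearing P301L in 100 mM sodium acetate pH 7; fibrils were detected with Thioflavin T.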
Tau FP inhib = inhibitors of human tau fibril formation; P10636; K18 P301L tau heparin fibrillization, Alexa594 FP, 6 h; Potency, µM (titrated, usually from 57.7 µM), for inactives: at the top dose activity, negative = inhibition, most hits filed as inhibitors; hit rate 0.39% among 280,000; also: % is scaled to controls: 0 for no effect and ±100 for the full control effect; nearly all actives have a fitted effect of over 55% in size
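Heparin (20 uM) drove fibril formation of recombinant tau K18 P301L, 15 uM unlabeled with 0.24 uM Alexa 594 label, for 6 hr at 37 C in 100 mM sodium acetate pH 7. Fluorescence polarization (555/632 nm) read 1 hr after 30 uM ThT.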
Tau fluor cs = counter-screen for tau fibril formation inhibitors; Potency, µM (series often up to 57.7 µM), for the others: top-dose activity change, negative = decrease; hit rate 0.93% among 280,000; tau K18 P301L Alexa594 fluorescence, heparin fibrillization; also: % is scaled to controls: 0 for no effect and ±100 for the full control effect; nearly all actives have a fitted effect of over 55% in size
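Human tau K18 P301L (15 uM unlabeled, 0.24 uM Alexa 594-labeled) in 100 mM sodium acetate pH 7 with 20 uM heparin, 6 hr at 37 C. ThT 30 uM added, 1 hr ambient; Alexa 594 FP and total fluorescence read at 555/632 nm.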
ALDH1A1 inh = blocks purified human ALDH1A1 activity; Purified ALDH1A1, NADH fluorescence, propionaldehyde substrate; Potency, µM (series often up to 75.3 µM), inactives show top-dose activity, negative = inhibition, actives largely listed as inhibitors; hit rate 7.3% among 220,000; P00352; active = well fitted inhibition curve with a large enough effect, not every such curve was filed as active; inconclusive = small, poorly fitted or top-dose-only effect, or another doubt; inactive = no such curve, though single readings can be large or run the other way;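 also: plate controls were no enzyme wells and a reference inhibitor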
Target sequence (P00352 whole entry, looked up): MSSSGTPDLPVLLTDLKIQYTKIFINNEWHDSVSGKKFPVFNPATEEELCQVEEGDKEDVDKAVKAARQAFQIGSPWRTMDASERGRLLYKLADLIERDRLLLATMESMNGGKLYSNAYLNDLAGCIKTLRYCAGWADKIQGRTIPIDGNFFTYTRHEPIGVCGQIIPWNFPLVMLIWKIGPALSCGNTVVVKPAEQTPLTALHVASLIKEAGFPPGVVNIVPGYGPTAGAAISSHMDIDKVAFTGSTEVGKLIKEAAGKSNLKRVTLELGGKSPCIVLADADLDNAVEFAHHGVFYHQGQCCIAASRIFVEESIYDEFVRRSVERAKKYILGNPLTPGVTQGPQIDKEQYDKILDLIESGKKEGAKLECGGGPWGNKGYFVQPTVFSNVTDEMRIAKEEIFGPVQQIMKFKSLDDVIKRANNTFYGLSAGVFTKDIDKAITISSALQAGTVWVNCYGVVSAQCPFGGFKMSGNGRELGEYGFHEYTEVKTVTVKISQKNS
HTT ATP protect = Huntington cell model cytoprotection by ATP luminescence; Potency, µM (series often up to 56.4 µM), without a hit: cytoprotection (ATP increase), hits mostly activators; PC12 HTT-Q103 induced, cytoprotection, ATP luminescence, 40 h; hit rate 0.14% among 230,000; AID 1471;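 also: % of control where 0% means no effect; nearly all actives have a fitted effect of over 45% in size; toxic huntingtin expression switched on by the ecdysone agonist tebufenozide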
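PC12 cells stably carrying ecdysone-inducible Htt exon 1 (Q103)–GFP were induced with 100 nM tebufenozide (final) alongside library compounds in a dose series. Cytoprotection was scored as retained ATP by ATPlite luminescence.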
JMJD2E inh = JMJD2E (human) inhibition | JMJD2E catalytic domain, FDH-coupled NADH fluorescence (FDH is formaldehyde dehydrogenase) | B2RXH2 | Potency, µM (top dose mostly 57.1 µM), without a hit: at the highest dose activity change, negative = inhibition, actives largely listed as inhibitors | AID 2147 | hit rate 1.6% among 230,000; active = well fitted inhibition curve with a large enough effect, not every such curve was filed as active; inconclusive = small, poorly fitted or top-dose-only effect, or another doubt; inactive = no such curve, though single readings can be large or run the other way;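 also: 0% = wells with enzyme and -100% = buffer wells without enzyme; nearly all actives have a fitted effect of over 50% in size; many of its hits are not listed in these tables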
Target sequence (B2RXH2 1-337 limits assumed): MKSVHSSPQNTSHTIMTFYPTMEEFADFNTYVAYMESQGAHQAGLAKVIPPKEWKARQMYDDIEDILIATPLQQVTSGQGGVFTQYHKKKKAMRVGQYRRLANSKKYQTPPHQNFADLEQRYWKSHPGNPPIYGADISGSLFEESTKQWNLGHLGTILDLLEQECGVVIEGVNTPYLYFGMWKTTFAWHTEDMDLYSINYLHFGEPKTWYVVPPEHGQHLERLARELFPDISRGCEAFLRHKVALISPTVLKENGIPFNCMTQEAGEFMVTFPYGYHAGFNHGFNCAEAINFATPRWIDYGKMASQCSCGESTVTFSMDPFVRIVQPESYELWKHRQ
SMN2 splice enh = increases expression of the SMN2 splice variant | HEK293 SMN2-luciferase splicing reporter, luminescence, 30-36 h | Potency, µM (series often up to 46.1 µM), for inactives: top-dose activity change, positive = activation, usual class: activators | hit rate 2.8% among 210,000 | AID 1458; also: % of control where 0% means no effect; nearly all actives have a fitted effect of over 55% in size
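qHTS luciferase splicing reporter: luminescence rises when SMN2 exon 7 is included in transfected HEK293 cells. Compound exposure lasted 30-36 h at 37C, with 4.5 mM final sodium butyrate as control, followed by a ONE-Glo read.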
HttQ103 aggreg = inhibitors of mutant huntingtin aggregate formation in PC12 cells | PC12 HttQ103-GFP aggregates, Acumen cytometry, 40 h | Potency, µM (top dose mostly 46.1 µM), without a hit: at the top dose activity change, negative = inhibition, usual class: inhibitors | hit rate 1.1% among 220,000 | AID 1688; also: % is scaled to controls: 0 for no effect and ±100 for the full control effect; nearly all actives have a fitted effect of over 60% in size
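Compounds (qHTS titration) were added to PC12 cells expressing an ecdysone-driven HTT exon 1 Q103–GFP fusion after induction with 100 nM tebufenozide. Aggregate formation was measured as GFP objects in cell lysates.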
Numbers without * were called inactive; ? = inconclusive; . = not tested or not shown; & = joins results of further samples; [ ] = remark or other dose. Unless noted, calls follow the shape of the dose curve; as a rule, active = well fitted curve in the direction sought with a large enough effect; inconclusive = small, poorly fitted or top-dose-only effect, or another doubt; inactive = no such curve, though single readings can be large; an effect the other way counts as inactive or inconclusive. Potency is read from the fitted curve at half-maximal effect. Some of the compounds tested; count on the stated rates, not on these rows.

SMILES | Tau ThT inhib | Tau FP inhib | Tau fluor cs | ALDH1A1 inh | HTT ATP protect | JMJD2E inh | SMN2 splice enh | HttQ103 aggreg
COc1ccc(-c2ccc(SCc3cccnc3)nn2)cc1OC | -18% | 2% | -2% | 9% | -25% | -2% | -21% | 5%
CCCN1CCN(CCNC(=O)Nc2cc(Cl)c(OC)cc2OC)CC1 | -1% | -8% | -5% | . | . | . | 15% | .
CCOc1cc([C@@H]2C[C@H]3CN(c4ccccc4)C(=O)[C@]34CCCN24)ccc1OC | ? | -7% | -4% | -15% | -161%[inhibitor] | -27% | . | 7.1µM*
Cc1cccc(CN2CCN(CC(=O)NCCc3ccc(Cl)cc3)C2=O)c1 | -13% | -2% | -15% | . | . | . | -4% | .
Cc1ccc2nc3c(cc(C#N)c(=O)n3CCN3CCOCC3)c(=O)n2c1 | 3% | -9% | 3% | ? | -1% | ? | . | 15%
Cn1c(-c2ccc(=O)[nH]c2)nc2ccccc21 | ? | ? | -7% | ? | -41% | ? | . | -6%
COC(=O)c1c(NC(=O)c2cc(OC)c(OC)c(OC)c2Br)sc2c1CCC(C)C2 (stereo not given) | -2% | -10% | -3% | . | . | . | -20% | .
CC(C)Oc1ccc(C(=O)NCc2cccnc2)cc1 | 4% | -10% | 1% | 4% | -7% | 0% | -5% | -11%
O=C(CSc1oc(-c2ccc(F)cc2)nc1S(=O)(=O)c1ccccc1)NCC1CCCO1 (stereo not given) | 5% | -8% | -7% | -7% | 23%[10 µM] | -12% | -32%[inhibitor] | 5%
Cc1c(N2C(=O)/C(=C3\C(=O)N(CC(=O)O)c4ccccc43)SC2=S)c(=O)n(-c2ccccc2)n1C | ? | -6% | -5% | . | 11%[10 µM] | 0% | . | 13%[9.22 µM]
Cc1ccc(C(C#N)N2CCOCC2)cc1 (stereo not given) | -5% | -10% | -3% | -11% | 4%[0.074 µM] | 11% | -2% | 1%
O=C(Cc1ccc(Cl)c(Cl)c1)Nc1ccccc1N1CCOCC1 | -3% | 6% | -15% | 5% | -25% | 7% | -27% | -20%
CCOc1ccc(S(=O)(=O)N2CCN(C(=O)c3sccc3C)CC2)cc1 | -7% | 5% | -4% | -8% | 29% | -1% | -17% | -38%
O=[n+]1cc(-c2ccccc2)n([O-])c2c1CCC2 | -2% | ? | -2% | 17% | 3%[0.074 µM] | 1% | 15% | -18%
CCn1c(Cc2ccccc2)nnc1SCC(=O)Nc1cc(C)on1 | 5% | 6% | 10% | 7% | ? | 2% | 10% | -7%
COc1ccc(NC(=O)C2=C(C)NC(=O)NC2c2cccs2)c(OC)c1 (stereo not given) | -7% | 9% | -5% | 11% | -13%[10 µM] | -14% | . | -1%[9.22 µM]
CCN(C(=O)COC(=O)c1n[nH]c2ccccc12)C1CCS(=O)(=O)C1 (stereo not given) | -5% | -9% | -7% | ? | . | -11% | 15% | 21%
CCCCNC(=O)c1cc2c(=O)n3cccc(C)c3nc2n(Cc2ccncc2)c1=N | -8% | -5% | -13% | ? | 36%[10 µM] | ? | -7% | 27%
COc1ccc(/C=N/NC(=O)c2cccnc2)cc1CN1CCCc2ccccc21 | ? | 8% | 13µM*[quencher] | -10% | -48%[inhibitor] | -22% | -1% | 8%
C=C(C)CN1CCN(S(=O)(=O)c2ccc(C)c(N(C)S(=O)(=O)c3ccc(C)cc3)c2C)CC1 | -10% | -3% | -19% | -6% | -44%[10 µM] | 3% | 20%[1.84 µM] | ?
CCC(=O)N1CCc2cc(S(=O)(=O)N3CCc4ccccc4C3)ccc21 | -5% | -3% | -8% | ? | 4% | ? | -4% | 4%[9.22 µM]
COc1ccc(CCNC(=O)C2=C(C)C(=O)OC23CCCCC3)c(OC)c1 | 1% | 5% | -7% | . | . | . | 0% | .
Cc1cc(S(=O)(=O)NCc2ccco2)c(C)s1 | 2% | 0% | 6% | 11% | -4% | 9% | 20% | -18%
COc1ccc(NC(=O)CN2CCN(c3ccccc3)CC2)cc1 | -8% | 2% | -4% | -1% | -39%[inhibitor] | -5% | 10% | 23%
COc1ccccc1CCNC(=O)Cc1c(C)c2c(cc(C)c3c(C)coc32)oc1=O | -4% | -11% | -2% | . | . | . | -2% | .
COc1ccccc1-c1c(-c2ccc(O)cc2O)n[nH]c1C(F)(F)F | -6% | 1% | 8.9µM*[quencher] | . | -7%[10 µM] | -30% | . | 8%[9.22 µM]
COc1cccc(/C=C/C(=O)OCC(=O)N2c3ccccc3NC(=O)C2(C)C)c1 | 9% | -15% | -4% | 1% | -10%[10 µM] | ? | 14% | 3%
CNC(=O)C12CC3CC(CC(Cl)(C3)C1)C2 | 0% | -4% | -2% | 13% | 11%[1.9 µM] | 16% | 6% | -8%
Cc1ccccc1C(=O)NNC(=O)CCC(=O)Nc1cccc(Cl)c1C | -7% | -4% | -2% | 23% | -20%[10 µM] | 10% | 17% | -8%
COc1cc(OC)cc(-n2c3nc4ccccc4nc3c3c(=O)n(CC4CCCO4)cnc32)c1 (stereo not given) | -17% | -13% | -9% | 2% | -21%[0.074 µM] | -9% | 2% | -1%

As a short view, some entries already given.
SMILES | Tau ThT inhib | Tau FP inhib | Tau fluor cs | ALDH1A1 inh | HTT ATP protect | JMJD2E inh | SMN2 splice enh | HttQ103 aggreg
COc1ccc(/C=N/NC(=O)c2cccnc2)cc1CN1CCCc2ccccc21 | ? | 8% | 13µM*[quencher] | -10% | -48%[inhibitor] | -22% | -1% | 8%
C=C(C)CN1CCN(S(=O)(=O)c2ccc(C)c(N(C)S(=O)(=O)c3ccc(C)cc3)c2C)CC1 | -10% | -3% | -19% | -6% | -44%[10 µM] | 3% | 20%[1.84 µM] | ?
CCC(=O)N1CCc2cc(S(=O)(=O)N3CCc4ccccc4C3)ccc21 | -5% | -3% | -8% | ? | 4% | ? | -4% | 4%[9.22 µM]
COc1ccc(CCNC(=O)C2=C(C)C(=O)OC23CCCCC3)c(OC)c1 | 1% | 5% | -7% | . | . | . | 0% | .
Cc1cc(S(=O)(=O)NCc2ccco2)c(C)s1 | 2% | 0% | 6% | 11% | -4% | 9% | 20% | -18%
COc1ccc(NC(=O)CN2CCN(c3ccccc3)CC2)cc1 | -8% | 2% | -4% | -1% | -39%[inhibitor] | -5% | 10% | 23%
COc1ccccc1CCNC(=O)Cc1c(C)c2c(cc(C)c3c(C)coc32)oc1=O | -4% | -11% | -2% | . | . | . | -2% | .
COc1ccccc1-c1c(-c2ccc(O)cc2O)n[nH]c1C(F)(F)F | -6% | 1% | 8.9µM*[quencher] | . | -7%[10 µM] | -30% | . | 8%[9.22 µM]
COc1cccc(/C=C/C(=O)OCC(=O)N2c3ccccc3NC(=O)C2(C)C)c1 | 9% | -15% | -4% | 1% | -10%[10 µM] | ? | 14% | 3%
CNC(=O)C12CC3CC(CC(Cl)(C3)C1)C2 | 0% | -4% | -2% | 13% | 11%[1.9 µM] | 16% | 6% | -8%
Cc1ccccc1C(=O)NNC(=O)CCC(=O)Nc1cccc(Cl)c1C | -7% | -4% | -2% | 23% | -20%[10 µM] | 10% | 17% | -8%
COc1cc(OC)cc(-n2c3nc4ccccc4nc3c3c(=O)n(CC4CCCO4)cnc32)c1 (stereo not given) | -17% | -13% | -9% | 2% | -21%[0.074 µM] | -9% | 2% | -1%

(continued)
SMILES | Tau ThT inhib | Tau FP inhib | Tau fluor cs | ALDH1A1 inh | HTT ATP protect | JMJD2E inh | SMN2 splice enh | HttQ103 aggreg
O=C(/C=C/c1ccc([N+](=O)[O-])cc1)NCc1cccnc1 | ? | -2% | -5% | -12% | -13% | -2% | -1% | ?
CN(C)c1ccc(-n2cccc2)cc1 | -13% | -5% | -1% | . | ? | ? | . | -2%[9.22 µM]
Cc1cc(NC(=O)Nc2ccc3c(ccn3C)c2)sn1 | ? | ? | 13µM*[quencher] | 2%&-2% | -46%[inhibitor] | -10%&-19% | ? | .
O=C(Cn1cnc2ccccc2c1=O)N1CCc2ccccc2C1 | 1% | 4% | 2% | 2% | -14%[10 µM] | 3% | 21% | 0%
Cc1ccccc1-n1nc(C)c2cc(C(=O)N3CCN(S(=O)(=O)c4ccc(F)cc4)CC3)sc21 | -1% | 0% | -6% | ? | 17%[10 µM] | 2% | -52%[inhibitor] | -14%
CCOc1ccccc1-n1c(SCC(=O)N2CCCC2)nnc1-c1ccc(O)cc1 | 6% | -6% | -2% | ? | -19% | 2% | -6% | 12%
CC(=O)NC(CC(=O)N(C)Cc1c(F)cccc1Cl)c1ccccc1 (stereo not given) | -5% | 3% | -1% | 4% | -13%[10 µM] | 14% | 5% | -5%
Cc1cccc(NC(=O)Cn2cnc3ccc(S(=O)(=O)N4CCC(C)CC4)cc3c2=O)n1 | ? | 2% | -27% | -6% | -6% | -2% | 5% | -2%
CNC(=S)N(Cc1ccccc1)Cc1cccnc1 | . | -1% | 0% | . | -4%[10 µM] | 3% | . | 12%[9.22 µM]
Cc1nc(CS(=O)(=O)c2ccccn2)sc1C(=O)NNC(=O)c1ccccc1 | . | 3% | 7% | . | -6%[10 µM] | ? | . | -20%[9.22 µM]
C/C(CCC(C)C)=N\NS(=O)(=O)c1ccc(C)c([N+](=O)[O-])c1 | -17% | -2% | -23% | . | 32%[10 µM] | 4% | . | 11%[9.22 µM]
Fc1cccc(C2CC(c3cccc(Br)c3)Nc3nnnn32)c1 (stereo not given) | -4% | 13% | -4% | 4% | 10% | 4% | 23% | -16%
O=C1c2ccccc2-c2n[nH]c(=O)c3ccc(N4CCCCC4)c1c23 | 14µM* | -3% | ? | -15% | -133%[inhibitor] | 2% | -51%[inhibitor] | 20µM*
CCN(CC)S(=O)(=O)c1ccc(N2CCCCC2)c(NC(=O)/C(C#N)=C/c2ccc(OC)cc2)c1 | -6% | -1% | -13% | ? | 4%[10 µM] | -9% | -3% | -16%
COc1cccc(/C=N/n2c(SC)nnc2-c2ccccc2)c1O | -12% | 11% | -2% | -1% | -16% | -16% | 5% | 24%
